Assay outcomes (PubChem BioAssay)
tuberculosis growth = growth inhibition of non-replicating M. tuberculosis (AID 488890); Mycobacterium tuberculosis non-replicating, growth inhibition; higher % means a stronger effect; inhibition, % at 25 µM; hits with a dose series show IC50 in µM; 320,000 compounds, 0.39% hits; in the data active = a potency from the dose series; inconclusive = inhibition mostly from about 82% at the one dose, without a potency; inactive = the rest, 99 in 100 with inhibition below about 76%;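 note: plate controls were DMSO cells for no effect and high antibiotic wells for full effect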
VEEV TC-83 Vero = inhibitors of VEEV TC-83 cytopathic effect, confirmation, Vero cells (AID 588727); Vero cells, VEEV TC-83 cytopathic effect inhibition; higher % means a stronger effect; inhibition, % at 20 µM, or IC50 in µM where a hit was titrated; 350,000 compounds, 0.13% hits; in the data active = a potency from the dose series; inconclusive = inhibition mostly from about 14% at the one dose, without a potency; inactive = the rest, 99 in 100 with inhibition below about 12%; note: strong numbers were not always called active
M. tuberculosis HTS = M. tuberculosis growth inhibition, HTS (AID 449762). 330,000 compounds, 0.59% hits. M. tuberculosis H37Rv growth inhibition, 7H9 media; higher % means a stronger effect. inhibition, % at 25 µM; hits with a dose series show IC50 in µM; in the data active = a potency from the dose series; inconclusive = inhibition above about 70% without an active follow-up result;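 note: bacterial growth assessed after seven days of incubation; strong numbers were not always called active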
H1N1 NS1A inhibition = H1N1 influenza NS1A inhibitors, functional cell based assay (AID 504329); NS1A functional cell-based assay, percent inhibition; higher % means a stronger effect; inhibition, % at 12.5 µM, or IC50 in µM where a hit was titrated; 340,000 compounds, 0.3% hits; in the data active = a potency from the dose series; inconclusive = inhibition above about 27% without an active follow-up result; note: strong numbers were not always called active
Salmonella PhoP GFP = PhoP regulon inhibitors, Salmonella typhi PhoP promoter GFP reporter, confirmatory (AID 1850) | 310,000 compounds, 0.33% hits | Salmonella Typhi PhoP-promoter GFP reporter, fluorescence, 4 h; higher % means a stronger effect | inhibition, % at 50 µM, or IC50 in µM where a hit was titrated; in the data active = a potency from the dose series; inconclusive = inhibition mostly from about 25% at the one dose, without a potency; inactive = the rest, 99 in 100 with inhibition below about 19%;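 note: 0% = induced wells with vehicle and 100% = uninduced wells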
VEEV TC-83 Vero 10K pilot screen = further read-out of VEEV TC-83 Vero, marked with its call; inhibition, %; measured here: 10K pilot screen inhibition
Active calls of the source: *; i = inactive; ? = inconclusive; nt = no result given.

SMILES	tuberculosis growth	VEEV TC-83 Vero	M. tuberculosis HTS	H1N1 NS1A inhibition	Salmonella PhoP GFP	others
COC(=O)c1ccc(C)c(NS(=O)(=O)c2ccc(OC)c(OC)c2)c1	8.4%	3.7%	-8.1%	-1.8%	-6.6%
O=C(CSc1ccc(-c2ccncc2)nn1)c1ccc(Cl)cc1	15.4%	1.0%	-7.4%	-1.0%	3.4%
CCOc1ccc(S(=O)(=O)NCCC(=O)NCC2(N3CCCCC3)CCCCC2)cc1	-1.1%	2.0%	-6.7%	-8.2%	10.5%
CN1CCc2c(sc3nc(SCC(=O)N4CCCCC4)n(-c4ccccc4)c(=O)c23)C1	66.8%	i	6.7%	4.8%	-14.6%
O=C(Nc1cc(Cl)ccc1N1CCOCC1)c1ccc(N2CCCC2=O)cc1	3.5%	0.6%	-5.1%	-0.6%	3.4%
O=C(NCc1cccs1)C(=O)c1cn(CC(=O)N2CCCC2)c2ccccc12	7.3%	1.8%	1.2%	-0.6%	3.3%
COc1cc(OC)c(NC(=O)CNC(=O)Cn2ccc3ccccc3c2=O)cc1Cl	-4.5%	1.5%	1.7%	7.4%	-8.0%
COc1ccc(C(=O)Oc2cccc(Nc3ncnc4ccccc34)c2)cc1OC	-3.8%	0.7%	-1.1%	-1.1%	-2.1%
CN1C(=O)NC(c2ccccc2)C2=C1CN(CCc1ccccc1)C2=O (stereo not drawn)	3.9%	i	-5.5%	-11.3%	7.0%	VEEV TC-83 Vero 10K pilot screen=0.7
CC(=O)Nc1ccccc1-c1nc2ccccc2nc1OCC(=O)c1ccc2ccccc2c1	7.8%	0.0%	1.2%	6.9%	-4.5%
COc1cccc(NC(=O)C(c2ccccc2)N2CCCCC2)c1 (stereo not drawn)	25.9%	i	-4.2%	3.0%	-5.9%
COCc1nc2oc3ccc(C)cc3c(=O)c2cc1C(=O)OC	8.3%	1.3%	-4.6%	5.6%	3.9%
O=C(Nc1cccc(Cl)c1)c1cccc(Oc2ccc([N+](=O)[O-])cc2Cl)c1	52.8%	1.2%	9.4%	0.0%	-6.9%
Cc1ccccc1C(C)NS(=O)(=O)c1ccc2c(c1)OCCO2 (stereo not drawn)	-2.6%	0.7%	-7.2%	2.9%	nt
Nc1nnc(CSCc2ccccc2Cl)s1	3.9%	0.6%	1.9%	-16.5%	-24.6%
O=C(O)CC(NC(=O)COc1ccc(Cl)cc1Cl)C(=O)O (stereo not drawn)	-6.0%	4.5%	1.6%	0.2%	-7.7%	VEEV TC-83 Vero 10K pilot screen=0.0
Cc1cccc2sc(N3CCN(C(=O)C4COc5ccccc5O4)CC3)nc12 (stereo not drawn)	43.8%	5.1%	51.8%	-10.3%	-3.4%
CN(C)c1ccc(/C=N/NC(=S)NCc2ccco2)cc1	41.2%	9.3%	-2.9%	1.6%	0.9%
COc1ccc2c(C)c(CCC(=O)NC3CC3)c(=O)oc2c1C	6.0%	0.2%	-3.3%	-7.3%	-7.4%
COc1ccc(C(=O)Oc2ccc(/C=N/Nc3ccc(Cl)c(C(=O)O)c3)cc2OC)cc1	nt	i	9.9%	-5.8%	3.6%
N#Cc1ccc(C(=O)CSc2n[nH]c(=O)n2-c2cccnc2)cc1	-16.1%	0.1%	-6.7%	nt	-3.7%
O=C1NC(=O)C(Cc2c[nH]c3ccccc23)N1 (stereo not drawn)	-9.6%	i	5.9%	-9.4%	-3.0%
CN(C)c1ccc(C=C(C#N)C#N)cc1	?	0.9%	-3.7%	3.5%	9.7%
CCOC(=O)C1=C(C)C2C3C(=O)N(c4ccccc4C)C(=O)C3C1(C)C1C(=O)N(c3ccccc3C)C(=O)C21 (stereo not drawn)	2.9%	i	3.7%	-2.5%	12.8%
Cc1cc(-c2nc3ccccc3o2)c2ccccc2n1	20.9%	1.7%	9.1%	2.1%	9.5%

Next part; it opens with the 7 that closed the last part.
SMILES	tuberculosis growth	VEEV TC-83 Vero	M. tuberculosis HTS	H1N1 NS1A inhibition	Salmonella PhoP GFP	others
COc1ccc2c(C)c(CCC(=O)NC3CC3)c(=O)oc2c1C	6.0%	0.2%	-3.3%	-7.3%	-7.4%
COc1ccc(C(=O)Oc2ccc(/C=N/Nc3ccc(Cl)c(C(=O)O)c3)cc2OC)cc1	nt	i	9.9%	-5.8%	3.6%
N#Cc1ccc(C(=O)CSc2n[nH]c(=O)n2-c2cccnc2)cc1	-16.1%	0.1%	-6.7%	nt	-3.7%
O=C1NC(=O)C(Cc2c[nH]c3ccccc23)N1 (stereo not drawn)	-9.6%	i	5.9%	-9.4%	-3.0%
CN(C)c1ccc(C=C(C#N)C#N)cc1	?	0.9%	-3.7%	3.5%	9.7%
CCOC(=O)C1=C(C)C2C3C(=O)N(c4ccccc4C)C(=O)C3C1(C)C1C(=O)N(c3ccccc3C)C(=O)C21 (stereo not drawn)	2.9%	i	3.7%	-2.5%	12.8%
Cc1cc(-c2nc3ccccc3o2)c2ccccc2n1	20.9%	1.7%	9.1%	2.1%	9.5%
O=C(COC(=O)/C=C/c1ccc(C(F)(F)F)cc1)NC1CCCC1	21.5%	i	21.3%	-19.9%	-4.8%
c1ccc2c(CN3CCOCC3)c3ccccc3c(CN3CCOCC3)c2c1	?	1.1%	?	-6.2%	-3.9%
CC(=O)C1=NOC(CNC(=O)c2c(-c3ccccc3Cl)noc2C)C1 (stereo not drawn)	-11.7%	1.5%	0.4%	-10.2%	8.9%
O=C(CCNS(=O)(=O)c1ccc2c(c1)CCC(=O)N2)NCc1cccnc1	-2.1%	2.7%	4.4%	-5.7%	-4.8%
Cn1c(Cn2c(=O)sc3ccccc32)nnc1SCC(=O)Nc1ccc2c(c1)OCO2	-10.6%	0.6%	-4.5%	-1.3%	-6.3%
COc1ccc(OC(=O)c2cc3cc(Cl)ccc3oc2=O)cc1	i	i	90.4%	2.6%	-1.9%
COc1ccc(CC(C(=O)Nc2cccc(F)c2)c2nn[nH]n2)c(OC)c1 (stereo not drawn)	11.7%	i	4.0%	-2.9%	-7.5%
Cc1nc(N2CCC(C)CC2)c2c(C)c(C(=O)Nc3ccc4c(c3)OCCO4)sc2n1	5.5%	6.3%	?	-3.0%	-13.6%
O=C(Oc1ccccc1O)c1cccc2ccccc12	3.4%	nt	22.7%	nt	6.6%
CCC1Oc2ccc(C)cc2N(CC(=O)NCCN2C(C)CCCC2C)C1=O (stereo not drawn)	1.0%	i	-3.8%	6.9%	17.8%
CCOc1ccc(N(CC(=O)NC2CCCCC2)C(=O)CNC(=O)c2ccco2)cc1	1.8%	i	-9.5%	4.7%	-14.2%
CCCNc1c(NS(=O)(=O)c2ccc(NC(=O)CC)cc2)c(=O)oc2ccccc12	2.7%	4.7%	3.2%	-4.6%	-5.4%
CCOC(=O)c1[nH]c(C)c(C(=O)NCc2ccccn2)c1C	-12.6%	2.3%	-0.3%	1.8%	-11.2%
CC/C(=C\C1CCCCC1)C(NP(=O)(c1ccccc1)c1ccccc1)c1ccccc1 (stereo not drawn)	22.9%	?	17.7%	-6.4%	-0.6%
CCc1ccc(CN2CCC(Oc3ccc(C(=O)N4CCCC4)cc3)CC2)cc1	34.6%	0.7%	-0.5%	2.3%	-1.1%
Nc1nnc(CC(=O)N2CCCCC2)s1	-4.8%	1.6%	-4.6%	4.1%	8.6%
O=C(CSc1nnc(C2CC2)n1C1CC1)Nc1cccc(Br)c1	6.1%	2.1%	-7.8%	-8.6%	nt
CCn1nc(NC(=O)c2ccccc2)c2cc3cccc(C)c3nc21	-5.7%	11.2%	37.0%	-19.5%	-4.0%
CCOC(=O)N1CCN(c2nc(-c3ccccc3)c3cc(C)ccc3n2)CC1	25.0%	0.5%	9.5%	-25.3%	-0.9%
COc1cc(/C=C/c2sc3ccccc3[n+]2CCCS(=O)(=O)[O-])ccc1O	-6.4%	i	7.3%	22.5%	-31.1%
COc1cccc(C2c3c(oc4ccccc4c3=O)C(=O)N2CCCN2CCOCC2)c1OC (stereo not drawn)	nt	1.4%	nt	14.1%	nt
CCOC(=O)c1oc2cc(O)ccc2c(=O)c1-c1ccc(OC)cc1	6.9%	4.4%	4.3%	6.4%	-29.2%
CCCC(=O)N1CC2(C)CN(C(=O)CCC)CC(CCC)(C1)C2=O	3.0%	1.0%	-5.9%	0.4%	-17.3%
CC1=NN(c2ccccc2)C(=O)C1C(=O)C(=O)Nc1ccc(F)cc1 (stereo not drawn)	54.6%	1.6%	10.4%	4.1%	0.5%
O=C(NCC1CCCO1)/C(=C\c1ccc(Cl)cc1)NC(=O)c1ccccc1 (stereo not drawn)	10.0%	1.9%	6.7%	-7.4%	-13.7%
Following part
SMILES	tuberculosis growth	VEEV TC-83 Vero	M. tuberculosis HTS	H1N1 NS1A inhibition	Salmonella PhoP GFP	others
Cc1ccc(Cn2c(SCCN3CCCCC3)nc3c2c(=O)[nH]c(=O)n3C)cc1	-8.7%	0.7%	-8.3%	6.4%	6.9%	VEEV TC-83 Vero 10K pilot screen=0.3
Cc1cccc(Nc2nn3c(=O)c4ccccc4nc3s2)c1	-16.5%	5.3%	-17.5%	1.8%	1.9%
Cn1c2ccccc2c(=O)c2ccc(-c3ccc4c(c3)OCO4)cc21	7.7%	2.2%	13.9%	-0.5%	-13.8%
CCOc1ccc(S(=O)(=O)NCCC(=O)N(C)CC(=O)Nc2ccc(OC)cc2)cc1	-10.1%	1.2%	-14.0%	-4.9%	-10.9%
CCC(=O)N1CCc2cc(S(=O)(=O)CCC(=O)NCCc3ccc(S(N)(=O)=O)cc3)ccc21	-17.2%	0.4%	-1.5%	-2.3%	1.6%
FC(F)Oc1ccccc1NC(=S)NCCc1ccccc1	?	0.2%	-0.8%	4.8%	1.8%
CCOC(=O)N1CCc2c(sc(NC(=O)CN3CCN(C)CC3)c2C(=O)Nc2ccccc2)C1	31.4%	3.5%	4.8%	5.0%	-0.4%
Cc1ccc(CNC(=O)CN(c2ccc(C(C)C)cc2)S(=O)(=O)c2c(C)noc2C)cc1	nt	0.3%	5.7%	-6.9%	-13.7%
COc1cc(/C=N/Nc2ccc(Cl)c(C(=O)O)c2)ccc1OC(=O)c1ccc(F)cc1	nt	2.0%	3.8%	15.7%	5.1%
O=C1CC(Cc2ccc(Cl)cc2)C(=O)N1c1ccncc1 (stereo not drawn)	6.5%	1.0%	-0.2%	-20.2%	-7.8%
O=C(CCc1ccccc1)Nc1cc(NC(=O)CCc2ccccc2)cc(C(=O)O)c1	nt	1.4%	-4.4%	0.7%	-9.9%
C=C(C)CSc1nnc(-c2ccc(C)cc2)n1N	54.1%	1.1%	-17.6%	2.8%	5.4%
Cc1cc(C)cc(NC(=O)C2CCN(C(=O)c3cccs3)CC2)c1	12.2%	0.3%	-11.2%	-2.4%	11.3%
CCC(=O)N1CCc2cc(S(=O)(=O)CCC(=O)Nc3ccc(F)c(F)c3)ccc21	-8.4%	2.4%	1.8%	9.1%	8.6%	VEEV TC-83 Vero 10K pilot screen=2.2
COc1cccc(CN2CCNC(=O)C2CC(=O)N(C)CCC2CCOCC2)c1OC (stereo not drawn)	5.1%	i	22.0%	16.8%	2.4%
